POLI inh: DNA polymerase iota (human) inhibition; Potency, µM (top dose mostly 115 µM), inactives show at the top dose activity, negative = inhibition, most hits filed as inhibitors; Pol iota fluorescent replication assay, 10 min; Q9UNA4; 390,000 compounds, 1% hits; AID 588590
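Pol iota at 10 nM preincubated 15 min with compounds at room temperature; reaction started with fluorescent substrate, 50 nM final. Fluorescence read kinetically at 0 and 10 min; buffer-only wells as negative control.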
GLS inhibitor: blocks human kidney-isoform glutaminase activity; O94925; GLS enzymatic activity, qHTS titration; Potency, µM (doses to about 45.5 µM), inactives show top-dose activity change, negative = inhibition, actives largely listed as inhibitors; 410,000 compounds, 0.21% hits; AID 624170; also: % is scaled to controls: 0 for no effect and ±100 for the full control effect
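Enzyme dispensed in phosphate buffer (45 mM, pH 8.2, 0.02% Tween-20), compounds pinned in, then 1 mM L-glutamine solution and the glutamate oxidase–HRP–Amplex Red mix added; fluorescence read immediately and again after 30 min at room temperature.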
BAZ2B block: BAZ2B (human) inhibition. AlphaScreen BAZ2B-H3K14Ac peptide displacement. Q9UIF8. Potency, µM (titrated, usually from 114 µM), inactives show top-dose activity change, negative = inhibition, most hits filed as inhibitors. 360,000 compounds, 4.4% hits; also: % is scaled to controls: 0 for no effect and ±100 for the full control effect; nearly all actives have a fitted effect of over 60% in size
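Inhibition is scored as reduced AlphaScreen emission. The BAZ2B/b-H3(5-23)K14Ac complex (50 nM each) in PBS pH 7.4, 0.01% Tween-20 meets compound (up to 110 uM) for 30 min at RT before bead addition.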
G9a inh: blocks human histone lysine methyltransferase G9a; 350,000 compounds, 8.8% hits; G9a H3K9 monomethylation, AlphaScreen, 2 h; Potency, µM (doses to about 102 µM), inactives show at the highest dose activity, negative = inhibition, most hits filed as inhibitors; also: % is scaled to controls: 0 for no effect and ±100 for the full control effect; nearly all actives have a fitted effect of over 75% in size
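Using a bead-based AlphaScreen, monomethylated H3K9 product from 2 h room-temperature reactions (G9a 20 nM, peptide 500 nM, SAM 20 uM) was detected with 0.5 ug/mL rabbit anti-H3K9me1 antibody.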
HP1b binding inh: inhibitors of HP1-beta chromodomain binding to methylated histone tails; P83916; AlphaScreen HP1-beta / biotin-H3K9me3 peptide binding; Potency, µM (highest dose often 114 µM), for the others: at the highest dose activity change, negative = inhibition, usual class: inhibitors; 390,000 compounds, 0.56% hits; AID 540317; also: nearly all actives have a fitted effect of over 70% in size; inactives centre near 23
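AlphaScreen: HP1-beta (50 nM) preformed 30 min with biotin-H3(1-18)K9me3 peptide (50 nM) in PBS pH 7.4, 0.01% Tween-20. Compound added for 30 min at RT, then streptavidin donor/nickel chelate acceptor beads (10 ug/mL) for 30 min.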
Pin1 inh: blocks the human prolyl isomerase Pin1; Q13526; Pin1 FP peptide displacement, HiFluor488, 10 min; Potency, µM (top dose mostly 115 µM), without a hit: at the highest dose activity, negative = inhibition, most hits filed as inhibitors; 390,000 compounds, 0.009% hits; AID 504891; active = well fitted inhibition curve with a large enough effect in the polarisation, with a control signal flat, not every such curve was filed as active; inconclusive = small, poorly fitted or top-dose-only effect, or effect the other way, or a change in a side signal; inactive = no such curve, though single readings can be large or run the other way; the % refers to the polarisation; also: % is scaled to controls: 0 for no effect and ±100 for the full control effect
BLM inh: blocks DNA unwinding by human BLM helicase; Potency, µM (series often up to 56.1 µM), inactives show at the highest dose activity change, negative = inhibition, actives largely listed as inhibitors; 350,000 compounds, 0.2% hits; recombinant BLM DNA unwinding, fluorescence dequenching; P54132;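 also: plate controls were vehicle for no effect and no enzyme for full effect; nearly all actives have a fitted effect of over 35% in size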
PGK inhibitor: blocks T. brucei phosphoglycerate kinase | 380,000 compounds, 0.043% hits | PGK/GAPDH coupled, Kinase-Glo luminescence, 60 min | Potency, µM (doses to about 57.5 µM), for inactives: at the highest dose activity change, negative = inhibition, hits mostly inhibitors | P07378; also: % is scaled to controls: 0 for no effect and ±100 for the full control effect; nearly all actives have a fitted effect of over 60% in size
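Recombinant glycosomal PGK reaction used 1,3-bisphosphoglycerate generated in-well by GAPDH (100nM final) in 100mM TEA pH 7.6, 5mM MgCl2, 0.01% Tween-20. After 60 minutes at room temperature, ATP was read by Kinase-Glo Plus luminescence end-point.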
JMJD2A Tudor inh: blocks the human JMJD2A Tudor domain. O75164. AlphaScreen JMJD2A-Tudor / H3K4me3 peptide binding. Potency, µM (highest dose often 114 µM), for the others: top-dose activity change, negative = inhibition, actives largely listed as inhibitors. 390,000 compounds, 4.4% hits; also: % is scaled to controls: 0 for no effect and ±100 for the full control effect; nearly all actives have a fitted effect of over 50% in size
Target sequence (O75164 whole entry, looked up, the tested form may be a part): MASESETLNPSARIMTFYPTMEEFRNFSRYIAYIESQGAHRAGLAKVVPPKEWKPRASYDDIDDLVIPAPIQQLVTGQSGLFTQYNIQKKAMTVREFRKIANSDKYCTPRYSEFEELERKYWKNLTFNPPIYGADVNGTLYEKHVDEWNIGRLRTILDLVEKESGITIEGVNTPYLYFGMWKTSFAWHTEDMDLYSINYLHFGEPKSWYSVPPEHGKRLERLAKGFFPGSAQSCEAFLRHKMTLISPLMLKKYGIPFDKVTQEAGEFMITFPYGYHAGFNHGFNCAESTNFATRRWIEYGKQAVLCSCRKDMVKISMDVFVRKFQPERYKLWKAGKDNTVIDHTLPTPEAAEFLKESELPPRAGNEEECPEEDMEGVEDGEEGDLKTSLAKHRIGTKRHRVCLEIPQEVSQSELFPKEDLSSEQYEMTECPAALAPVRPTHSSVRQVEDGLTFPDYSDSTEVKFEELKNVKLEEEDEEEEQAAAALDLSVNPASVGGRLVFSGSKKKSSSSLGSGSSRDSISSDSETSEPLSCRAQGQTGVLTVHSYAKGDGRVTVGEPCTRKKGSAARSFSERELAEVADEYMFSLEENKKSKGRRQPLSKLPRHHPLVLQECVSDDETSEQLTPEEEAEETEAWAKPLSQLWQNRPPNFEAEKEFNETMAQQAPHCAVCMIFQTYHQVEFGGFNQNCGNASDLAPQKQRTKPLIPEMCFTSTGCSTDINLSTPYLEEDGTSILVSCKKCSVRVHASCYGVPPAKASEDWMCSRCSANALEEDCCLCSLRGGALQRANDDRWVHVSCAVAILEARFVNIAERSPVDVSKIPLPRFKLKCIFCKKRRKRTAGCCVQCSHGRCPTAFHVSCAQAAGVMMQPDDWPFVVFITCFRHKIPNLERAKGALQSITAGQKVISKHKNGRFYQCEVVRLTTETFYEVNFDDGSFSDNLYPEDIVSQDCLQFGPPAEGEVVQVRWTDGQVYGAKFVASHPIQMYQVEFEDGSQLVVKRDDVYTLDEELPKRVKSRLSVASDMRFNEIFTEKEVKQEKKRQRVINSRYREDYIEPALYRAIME
* = called active by the depositor; i = inactive; u = inconclusive; x = not tested or not shown; & = joins results of further samples; [ ] = another dose, or the depositor's remark. Unless noted, calls follow the shape of the dose curve; as a rule, active = well fitted curve in the direction sought with a large enough effect; inconclusive = small, poorly fitted or top-dose-only effect, or another doubt; inactive = no such curve, though single readings can be large; an effect the other way counts as inactive or inconclusive. Potency is read from the fitted curve at half-maximal effect. Some of the compounds tested; count on the stated rates, not on these rows.

SMILES	POLI inh	GLS inhibitor	BAZ2B block	G9a inh	HP1b binding inh	Pin1 inh	BLM inh	PGK inhibitor	JMJD2A Tudor inh
COC(CNC(=O)CSCc1nc(-c2ccc(SC)cc2)oc1C)OC	4%	-2%	-33%	7%[59 µM]	42%[activator]	-9%	1%	-9%	-10%
Cc1c(C(=O)Nc2ccc(F)cc2F)oc2c1-c1nn(Cc3c(F)cccc3Cl)cc1CC2	-8%	1%	-1%	-14%[59 µM]	28%	0%	-1%	i	-8%
Cc1ccc2c(Cl)c(C)c(N3CCCCC3)nc2n1	20%	4%	7%	18%[59 µM]	32%[activator]	1%	1%	9%	16%
CCOC(=O)CC(=O)Nc1ccc(Br)cc1C(=O)O	-8%	7%	11%	u	0%	2%	2%	-8%	56µM*
CNC(=S)NNC(=O)c1oc2nc(-c3ccccc3)cc(C)c2c1N	u	-13%	-8%	x	42%[activator]	-8%	-5%	-7%	-12%
Nc1nc2ncc(C(=O)c3cc(F)ccc3O)cc2s1	16%	-7%	-12%	x	29%	20%	-5%	0%	3%
COc1ccccc1/C=C1\SC(=S)N(CCC(=O)N2CCCCC2CCO)C1=O (stereo unspecified)	0%	-2%	-33%[57.1 µM]	u	-11%	14%	-3%	-5%	u
Cc1ccc(N2CC(C(=O)Nc3ccc4c(c3)OCO4)CC2=O)cc1 (stereo unspecified)	6%	-5%	3%	24%[12.7 µM]	53%[activator]	9%	-3%	-3%	-15%
CCC(C)NC(=O)CSc1nnc(-c2ccc(OC)c(OC)c2)c(-c2ccc(OC)c(OC)c2)n1 (stereo unspecified)	28%	0%	-1%	11%[0.501 µM]	23%	2%	-7%	-7%	-15%
CCOCCCNS(=O)(=O)c1ccc2c(c1)oc(=O)n2CC(=O)OCC	0%	0%	-4%	22%[12.7 µM]	11%	11%	0%	-5%	-1%
S=C(NCc1cccs1)Nc1cccc(Cl)c1	-1%	0%	4%	23%[0.0925 µM]	54%[activator]	-8%	-8%	i	13%
CN(CCO)c1ccc(C(C(=O)c2ccccc2)c2ccc(N(C)CCO)cc2)cc1	-11%	32%[activator]	45µM*	4%[2.33 µM]	u	-4%	x	-2%	45µM*
COc1ccccc1NC(=O)N1CCN(c2ccnc3cc(Cl)ccc23)CC1	159%[activator]	1%	u	x	9%	-4%	4%	13%	-17%
O=C(c1cccc(F)c1)N1CCC(c2nc3ccccc3s2)CC1	-1%	14%	-6%	-7%[59 µM]	29%	-2%	-4%	-1%	-12%
CCOC(=O)c1[nH]c(CO)c(C(=O)OCC)c1C	34%[activator]	-6%	-13%	21%[2.33 µM]	-2%	0%	-3%	i	-23%
Fc1ccc2cnc(-c3cccnc3)cc2c1	94%[activator]	-5%	x	x	29%	0%	x	-1%	-5%
Cc1cn2c(=O)cc(COC(=O)c3cccc(NC(=O)c4ccccc4Cl)c3)nc2s1	19%	-6%	-5%	2%[59 µM]	-7%	5%	-3%	-2%	-18%
COc1ccc(CNc2n[nH]c(-c3ccco3)n2)cc1OC	16%	13%	u	-2%[59 µM]	35%[activator]	-2%	-2%	-2%	-18%
Cc1cn([C@H]2C[C@H](O)[C@@H](CCC(=O)NCCc3cnc[nH]3)O2)c(=O)[nH]c1=O	-28%	-3%	x	x	-17%	-2%	x	0%	-27%
Nc1nc2ccc(S(=O)(=O)N3CCCCC3)cc2s1	u	-3%	-1%	6.3µM*	7%	0%	1%	-6%	-10%
CCc1ccc(N(CC(=O)Nc2ccccc2C(=O)N2CCCC2)S(C)(=O)=O)cc1	9%	1%	-9%	x	25%	4%	0%	2%	-13%
CC(C)n1c(COc2ccccc2)nc2ccccc21	41%[activator]	-4%	0%	x	56%[activator]	-1%	-3%	8%	-2%
N#Cc1nc(N2CCCCC2)nc(N(c2ccccc2)c2ccccc2)n1	3%	x	x	x	15%[57 µM]	-6%	x	x	5%[57.1 µM]
Cc1cc(C(=O)Nc2nnc(C(F)(F)F)s2)no1	15%	3%	2%	u	24%	-6%	-3%	0%	-16%
O=[N+]([O-])/C(C(=C(Cl)Cl)N1CCN(Cc2ccccc2)CC1)=C1\NCCN1Cc1ccc(Cl)nc1	96%[activator]	10%	-6%	-6%	-8%	3%	-11%	10%	-5%[11.4 µM]
CCCCn1nc(C(=O)Nc2ccccc2N2CCCC2)c2ccccc2c1=O	-2%	0%	u	25%[12.7 µM]	u	-4%	x	0%	u
CCOc1ccc(N2C(=O)CC(NC3CCN(C(=O)c4ccc(F)cc4)CC3)C2=O)cc1 (stereo unspecified)	u	1%	-4%	13µM*	54%[activator]	-7%	1%	1%	-17%
COc1cc(C(=O)NCC(c2ccco2)N2CCCC2)ccc1OCc1c(C)noc1C (stereo unspecified)	35%[activator]	13%	6%	-29%[59 µM]	12%	-8%	-1%	-4%	-22%
COc1ccc(/C(C)=N/NC(=O)CNC(=O)c2ccco2)c(OC)c1	44%[activator]	-3%	-23%	4%	58%[activator]	-3%	0%	2%	-6%
CCOc1ccc(-c2csc(NC(=O)C3CCCO3)n2)cc1 (stereo unspecified)	-3%[58.9 µM]	6%	6%	8%[59 µM]	30%	21%	-3%	3%	-11%
CC(=O)Nc1cccc(Nc2nc(-c3ccccc3)nc3ccccc23)c1	11%	-1%	1%	8%	34%	-1%	-4%	0%	0%
Cc1ccn2cc(-c3cccc(NC(=O)c4cccs4)c3)nc2c1	160%[activator]	-15%	-32%	u	-8%	3%	3%	2%	u
O=C1CN(C(=O)COc2c(Cl)cccc2Cl)c2ccccc2N1	24%	1%	-6%	-3%	30%	-3%	x	-1%	-7%
CCOC(=O)c1sc2cccc(F)c2c1S(=O)(=O)NCc1ccccc1Cl	4%	1%	-1%	u	86%[activator]	-1%	-7%	i	-21%
Clc1ccc(CN2C3=NCCCN3c3ccccc32)cc1	27%	-8%	32%[activator]	8%[59 µM]	23%	-4%	-16%	-6%	7%
NS(=O)(=O)c1ccc(CCNC(=O)c2ccccc2Cc2ccccc2)cc1	6%	-10%	-16%	x	21%	4%	-4%	-2%	-5%
CN(c1ccc(OCC(=O)OCC(=O)Nc2ccccc2F)cc1)S(=O)(=O)c1cccs1	8%	0%	-17%	-8%[59 µM]	6%	10%	-10%	2%	-22%
O=C(Nc1ccccc1Oc1ccsc1C(=O)O)c1ccccc1	u	-4%	-14%	24%	68%[activator]	-1%	-1%	x	3%
CCOc1ccc(S(=O)(=O)N/N=C\c2ccc3c(c2)OCO3)cc1	10%	13%	-18%	-4%	7%	-4%	-5%	3%	-15%
COc1ccc(CCNC(=O)C2c3ccccc3C(=O)N2Cc2ccccc2)cc1OC (stereo unspecified)	18%	-26%	5%	6%[59 µM]	25%	-6%	-1%	i	-2%
CN(CC(=O)Nc1ccc(F)cc1)C(=O)CCc1nc2sc3c(c2c(=O)[nH]1)CCCC3	35µM*	-8%	-4%	56µM*	15%	89%[activator]	x	-20%	-30%
Cc1ccc(-c2ccc(NC(=O)C3C4C=CC(C4)C3C(=O)O)cc2)o1 (stereo unspecified)	2%	13%	u	16µM*	14%	3%	-8%	-1%	-32%
CC(C)N(Cc1ccccc1)C(=O)C1CCN(c2ncnc3c2nc2n3CCCCC2)CC1	11%	-2%	u	-7%	42%[activator]	-4%	-3%	-3%	-17%
Cc1ccc(SCC(=O)Nc2ccc(-c3nc4ccccc4[nH]3)cc2)cc1	4%	-4%	5%	-1%[59 µM]	38%	u	2%	-3%	-12%
C=CC[C@@H](CC(=O)N(CCO)Cc1ccccc1)C(=O)NCCOC(=O)[C@@H](CC=C)Cc1ccc(F)cc1	3%	1%	x	x	39%[activator]	-2%	x	5%	-1%
Cc1ccc(N2C(=O)Nc3ccc(Br)cc3C2(O)C(=O)NCCCN(C)C)cc1C (stereo unspecified)	7%	-12%	-2%	-7%[59 µM]	54%[activator]	-2%	2%	12%	-5%
CSc1ccccc1NC(=O)COc1ccc(Cl)cc1Cl	-2%	8%	111%[activator]	117%[activator]	133%[activator]	-3%	-6%	-2%	27%
CCC(C)OC(=O)C1=C(C)NC(=O)NC1c1ccc(F)cc1 (stereo unspecified)	15%	-3%	8%	25%	20%	6%	0%	7%	-9%

Overlap with the part before: 2 compounds, then new ones.
SMILES	POLI inh	GLS inhibitor	BAZ2B block	G9a inh	HP1b binding inh	Pin1 inh	BLM inh	PGK inhibitor	JMJD2A Tudor inh
CSc1ccccc1NC(=O)COc1ccc(Cl)cc1Cl	-2%	8%	111%[activator]	117%[activator]	133%[activator]	-3%	-6%	-2%	27%
CCC(C)OC(=O)C1=C(C)NC(=O)NC1c1ccc(F)cc1 (stereo unspecified)	15%	-3%	8%	25%	20%	6%	0%	7%	-9%
N#C/C(C(=O)c1ccccc1)=C1/CCCCCN1	5%	5%	-4%	12%	36%[activator]	2%	-3%	2%	-4%
Cc1ccc2nc(NC(=O)c3ccc(Cl)s3)sc2c1	-5%	-3%	-1%	6%	40%[activator]	-12%	-1%	-7%	-14%
COc1cccc(OC)c1/C=C/C(=O)NC1CCCCC1	7%	-1%	8%	x	38%[activator]	0%	-1%	-4%	1%
CN(C)CCNC(=O)C(c1ccccc1)c1ccccc1	50%	9%	-3%	-5%	50%[activator]	-4%	-1%	-6%	6%
NS(=O)(=O)c1ccc(NC(=O)c2cc(Cl)ccc2Cl)cc1	u	8%	-4%	1%	14%	-3%	-15%	0%	-9%
Cc1nn(-c2ccccc2)c(C)c1C(=O)NCc1ccc(S(N)(=O)=O)cc1	105%[activator]	20%	-10%	-30%	-2%	1%	-4%	-9%	-9%
COc1cc(OC)cc(C(=O)Nc2ccc(S(=O)(=O)Nc3ncccn3)cc2)c1	-4%&-2%	10%&1%	-27%&-2%	28%	32%&42%	2%&-4%	0%&-5%	-6%&-11%	1%&-15%
O=C(COc1ccccc1Cl)Nc1nnc(S(=O)(=O)N2CCCC2)s1	u	16%&3%	-5%	u	38%&4%	23%&-1%	-5%&-2%	-4%&-9%	-15%&-31%
COc1ccc(CCNC(=O)CNS(=O)(=O)c2ccc(Br)cc2)cc1	8%	-5%	x	x	23%	-4%	x	i	-20%
Cc1cc(C)n(-c2ccc(C(=O)Nc3ccc4c(c3)OCCO4)cc2)n1	14%	6%	-15%	-24%[12.7 µM]	31%	6%	-10%	5%	-16%
